TDP2 inh = TDP2 (human) inhibition, absorbance primary screen | O95551 | recombinant TDP2, T5PNP hydrolysis, p-nitrophenol absorbance 415 nm | inhibition, % at 12.8 µM | 0.34% of 370,000 active | AID 720702;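 active means inhibition above the mean of all tested compounds plus 3 SD, set per campaign, cut at about 25% in these data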;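 further: 0% = DMSO with enzyme and 100% = buffer with substrate but no TDP2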
Target sequence (O95551 whole entry, looked up): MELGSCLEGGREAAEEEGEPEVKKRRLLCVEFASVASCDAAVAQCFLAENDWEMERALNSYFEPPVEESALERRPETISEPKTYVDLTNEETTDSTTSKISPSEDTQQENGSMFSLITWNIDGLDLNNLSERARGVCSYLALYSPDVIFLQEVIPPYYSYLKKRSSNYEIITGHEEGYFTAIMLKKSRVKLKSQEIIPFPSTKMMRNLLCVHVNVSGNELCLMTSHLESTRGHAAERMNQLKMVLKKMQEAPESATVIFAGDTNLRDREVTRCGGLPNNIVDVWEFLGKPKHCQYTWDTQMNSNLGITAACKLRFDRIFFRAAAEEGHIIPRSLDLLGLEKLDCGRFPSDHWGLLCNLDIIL
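System – recombinant human TDP2 · Quantity – TDP2 enzyme at 120 nM final · Doses – single concentration, 12.8 µM nominal, with 1% DMSO · Incubation – 2 h at 37 °C · Measured by – epi absorbance of p-nitrophenol freed from T5PNP by hydrolysis · Read-out – % inhibition relative to enzyme-containing and enzyme-free wells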
rCAG RNA binder = r(CAG) repeat RNA binding; 1.3% of 370,000 active; AID 651821; inhibition, % at 3 µM; TO-PRO-1 dye displacement fluorescence;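 active means inhibition above the plate cutoff, the mean of all test compounds on that plate plus 3 SD, cut at about 35% in these data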;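 further: 0% = DMSO alone and 100% = 100 µM mitoxantrone as full dye displacement; higher means more dye released from RNA so lower well fluorescence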
NR1D1 modulator = modulators of human Rev-erb alpha DNA binding. P20393. 0.79% of 370,000 active. Rev-erbα–FITC-DNA binding, fluorescence polarization, 90 min. activity, % at 10 µM;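 active means activity above about 14%, limit read from the data; passing the limit was not always enough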;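 further: 0% = DMSO wells with 35 nM protein and 100% = DMSO wells with 750 nM protein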
LEDGF integ inh = blocks HIV-1 LEDGF/p75-dependent DNA integration; TR-FRET IN-LEDGF/p75 DNA integration, Eu/Cy5; inhibition, % at 3.7 µM; 0.64% of 370,000 active; AID 743269;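 active means inhibition above the screen-wide mean plus 3 SD, cut at about 13% in these data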;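 further: signal is the Cy5 over europium emission ratio at 671 and 618 nm; 0% = plate median of compound wells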
PG9 Ab binder = PG9 antibody binding by small molecule. TR-FRET gp120-PG9 antibody binding. inhibition, % at 6.7 µM. 0.43% of 360,000 active. AID 624416; in the data active means inhibition above about 8.5%
SIAE inh = blocks human sialic acid acetylesterase; inhibition, % at 9.66 µM; AID 1053197; 0.69% of 370,000 active; Q9HAT2; SIAE FP-Rh probe binding, fluorescence polarization;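 active means inhibition above a cutoff: mean of compounds within the control limits plus 3 SD of those, cut at about 17% in these data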;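 further: 0% = plate median of compound wells and 100% = probe without SIAE protein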
Target sequence (Q9HAT2 whole entry, looked up): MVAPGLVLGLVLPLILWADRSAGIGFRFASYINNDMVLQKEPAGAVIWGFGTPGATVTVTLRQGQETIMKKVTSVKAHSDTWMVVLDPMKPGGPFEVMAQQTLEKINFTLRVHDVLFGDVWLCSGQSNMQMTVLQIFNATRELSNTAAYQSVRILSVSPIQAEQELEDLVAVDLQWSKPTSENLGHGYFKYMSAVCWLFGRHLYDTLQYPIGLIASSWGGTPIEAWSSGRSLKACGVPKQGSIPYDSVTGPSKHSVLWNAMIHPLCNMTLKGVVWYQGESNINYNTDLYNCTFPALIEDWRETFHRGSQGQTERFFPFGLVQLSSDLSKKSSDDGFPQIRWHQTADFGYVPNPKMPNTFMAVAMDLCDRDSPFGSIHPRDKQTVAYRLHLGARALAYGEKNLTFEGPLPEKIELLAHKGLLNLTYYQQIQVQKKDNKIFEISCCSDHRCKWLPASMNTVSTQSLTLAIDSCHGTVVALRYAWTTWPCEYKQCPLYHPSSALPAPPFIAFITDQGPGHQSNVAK
PRMT1 inh = inhibitors of human PRMT1; AID 652257; Q99873; inhibition, % at 2.79 µM; recombinant PRMT1, activity-based probe fluorescence polarization; 1.3% of 370,000 active;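 active means inhibition above about 21% made by adding two undisclosed values, limit read from the data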
HTRA1 inhibitor = inhibitors of human serine peptidase HTRA1; 0.5% of 340,000 active; inhibition, % at 5.96 µM; Q92743; recombinant HTRA1, FP-rhodamine activity-based probe, fluorescence polarization; in the data active means inhibition above about 36%;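 further: 0% = enzyme with DMSO and 100% = wells lacking enzyme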
mABHD4 FP = inhibits mouse alpha/beta hydrolase domain 4; Q8VD66; purified mABHD4, FP-Rh probe fluorescence polarization; inhibition, % at 8.92 µM; 0.54% of 370,000 active; AID 720543;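 active means inhibition exceeding the mean over every tested compound plus 3 SD, cut at about 30% in these data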;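 further: 0% = plate median of compound wells and 100% = S159A mutant with DMSO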
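Assay system: mouse ABHD4 enzyme, wild type / Also added: fluorescent activity-based probe FP-Rh / Doses: single nominal dose of 8.92 µM, 0.89% DMSO final / Timing: 45 min compound pre-incubation plus 60 min probe step, 25 °C / Signal: FP readout, ex 525 nm / em 598 nm / Control set: S159A mutant/DMSO as 100%, compound-well median as 0%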
TCR-CD3 inh = blocks the human TCR-CD3 interaction; AID 651800; inhibition, % at 9.4 µM; TAMRA-labeled TCR probe fluorescence, biochemical; 0.37% of 360,000 active; in the data active means inhibition above about 19%;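 further: recombinant mutant TCR 2C K166C tagged with TAMRA read by polarization; 0% = receptor in buffer alone and 100% = receptor with positive control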
Numbers without * were called inactive; nt = no result given. An excerpt (hit frequency here may not be typical).

Results follow in this order: TDP2 inh	rCAG RNA binder	NR1D1 modulator	LEDGF integ inh	PG9 Ab binder	SIAE inh	PRMT1 inh	HTRA1 inhibitor	mABHD4 FP	TCR-CD3 inh
- CN=C1c2ccccc2CN1c1cccc(C(=O)OC)c1
  13.4	-2.0	-3.7	0.3	-1.2	4.3	-1.0	0.3	-1.4	7.9
- O=C(c1cnc2c(c1)COc1ccc(Cl)cc1-2)c1ccccc1O
  -2.6	-0.3	4.3	1.5	-1.0	4.2	-0.4	-7.3	-2.9	7.2
- C[C@@H]1CN([C@@H](C)CO)C(=O)Cc2cc(NC(=O)Nc3ccc(F)cc3)ccc2O[C@@H]1CN(C)Cc1ccc(Cl)c(Cl)c1
  -8.3	10.2	5.4	-2.3	-2.4	-123.5	-1.3	-127.3	-85.9	18.2
- O=C(c1cccc(NS(=O)(=O)c2ccc(F)c(F)c2)c1)N1CCCCC1
  2.9	2.4	-4.6	6.8	0.7	1.2	-4.9	4.8	4.6	0.4
- CCOC(=O)C(Cc1cc(N)c(Oc2ccc(OC)cc2)c(N)c1)NC(C)=O (configuration not stated)
  -3.9	3.5	10.2	1.4	-2.1	1.1	-0.6	9.5	1.8	4.5
- CN1CCCC(OC(=O)/C(C#N)=C/c2ccccc2)C1 (configuration not stated)
  10.2	-2.2	-4.8	-4.9	1.1	-3.8	6.9	1.3	7.2	-0.7
- COc1cc2ccc(=O)oc2c(O)c1OCC=C(C)C
  2.7	0.6	-0.9	-5.9	-2.1	11.1	4.8	36.1	24.7	0.2
- Cc1cc(C(=O)Nc2ccc(F)c(Cl)c2)on1
  -0.1	-1.3	-1.6	5.7	0.4	-0.6	-2.2	1.5	-1.7	6.8
- O=c1[nH]cnc2c1c(-c1ccccc1)cn2-c1ccc(F)cc1
  6.9	-0.3	-1.2	-0.1	-1.2	1.8	3.7	-11.6	1.3	-10.5
- CC(OCC(O)CN1CCCCC1CCO)c1ccc(Cl)cc1 (configuration not stated)
  -4.5	-0.2	2.8	-3.0	0.4	2.6	2.4	-15.4	-1.6	-3.1
- COc1ccc(C(=O)Cc2cc(OC)c(OC)cc2C(=O)c2ccccc2F)cc1OC
  -1.6	1.8	1.0	0.8	-1.2	7.8	0.8	-0.2	-5.8	2.6
- CCOC(=O)[C@@]12CCCC=C1N(CCc1ccc(Cl)cc1)C(=O)[C@H]2CC(=O)NCc1ccc(OC)c(OC)c1
  1.3	7.5	-1.4	-2.4	nt	3.6	4.3	nt	-0.8	nt
- CCOc1ccc(NCC(=O)Nc2ccc(C)cc2C)cc1
  14.4	2.0	2.8	0.8	-0.7	10.2	-3.2	10.4	6.8	-1.1
- Cc1cccc(C(C)C)c1NC(=O)C1CN(S(=O)(=O)c2ccccc2)CCN1S(=O)(=O)c1ccccc1 (configuration not stated)
  5.0	3.0	0.7	-2.0	-2.7	-2.1	-0.8	-6.4	-2.8	1.6
- CSCC[C@H](NC(=O)OC(C)(C)C)C(=O)NCC1CCC(C(=O)N[C@@H](Cc2ccccc2)C(=O)O)CC1 (some centres not stated)
  -12.7	4.8	-2.5	-2.1	0.5	8.5	-0.5	-4.0	3.5	1.9
- O=C(/C=C(\Nc1ccc(Br)c(F)c1)c1ccccc1)c1ccccc1
  -1.7	1.4	5.0	-2.2	-0.4	0.5	-1.1	nt	-1.3	5.7
- COc1ccc(C2SCC(=O)N2c2nc3ccccc3s2)cc1 (configuration not stated)
  -6.6	3.9	-1.9	2.1	-1.2	-3.2	-0.1	-26.3	-3.7	-5.4
- Cc1cc(NC(=O)C(C)SCC(=O)Nc2ccccc2C(C)(C)C)no1 (configuration not stated)
  -7.3	-3.0	4.0	-5.1	-0.7	-1.5	1.5	-2.7	-0.4	-1.5
- O=C(c1ccccc1)c1nc2ccccc2[nH]c1=O
  6.3	-1.8	-5.3	0.2	-1.9	-3.4	-2.6	4.7	-4.5	1.7
- Cc1c(Cl)cnc(NC(=O)COC(=O)c2ccc(S(=O)(=O)NCc3ccco3)cc2)c1Cl
  -2.5	16.7	-7.6	-1.9	-2.0	0.4	14.0	0.4	3.7	8.8

An excerpt from above with just PRMT1 inh, LEDGF integ inh and rCAG RNA binder:
Compound | PRMT1 inh | LEDGF integ inh | rCAG RNA binder
COc1ccc(C(=O)Cc2cc(OC)c(OC)cc2C(=O)c2ccccc2F)cc1OC | 0.8 | 0.8 | 1.8
C[C@@H]1CN([C@@H](C)CO)C(=O)Cc2cc(NC(=O)Nc3ccc(F)cc3)ccc2O[C@@H]1CN(C)Cc1ccc(Cl)c(Cl)c1 | -1.3 | -2.3 | 10.2

Later entries
Results follow in this order: TDP2 inh	rCAG RNA binder	NR1D1 modulator	LEDGF integ inh	PG9 Ab binder	SIAE inh	PRMT1 inh	HTRA1 inhibitor	mABHD4 FP	TCR-CD3 inh
- C=CCN(c1ccc(F)cc1)S(=O)(=O)c1cc(C(=O)NC2CC2)ccc1Cl
  2.4	-0.8	18.0	-3.3	0.2	2.0	-1.9	-5.7	0.2	-2.5
- COc1ccc(CN(C)S(=O)(=O)c2c(C)noc2C)cc1OC
  -0.2	0.5	-1.9	1.2	-0.5	2.6	-0.1	2.6	-1.1	7.1
- CS(=O)(=O)N(Cc1ccc(C(=O)Nc2ccccc2Sc2ccccc2)cc1)c1ccccc1
  -0.5	11.7	-4.9	-0.8	1.1	-10.4	-0.6	-12.3	-11.0	-2.3
- N#CC1=C2N=C(N)c3ccccc3N2C2=C(C(=O)CCC2)C1c1ccc(F)cc1 (configuration not stated)
  -4.3	2.8	9.3	-3.5	0.7	3.4	7.5	-5.2	7.6	-2.6
- C/C(=N\O)C1(C)N(O)C(C)(C)C(c2ccco2)=[N+]1[O-] (configuration not stated)
  -2.1	1.2	2.4	-0.9	-4.7	2.2	-1.4	-1.3	3.0	5.8
- CCCCN(CCCC)CCCNC(=O)CN1C(=O)COc2ccc(S(=O)(=O)N3CCC(C)CC3)cc21
  -7.2	-2.9	3.8	0.4	-2.7	-2.6	-1.4	5.6	-3.5	3.8
- Cn1cc(-c2nc3ccccc3[nH]2)c2ccccc21
  -13.0	3.5	-0.4	-5.2	-4.5	2.7	-2.5	2.8	7.0	1.1
- CN(C)CC1C2CCC(C2)C1O (configuration not stated)
  6.9	-0.4	2.1	3.4	1.4	4.2	-2.7	-7.2	-0.7	2.8
- CC1CCN(CC(=O)N2CC(=O)Nc3ccccc32)CC1
  9.8	13.7	2.8	4.1	-0.9	-0.3	-1.2	-1.0	-0.3	-1.6
- CCC(=O)Nc1ccc(C(=O)N/N=C/c2ccc([N+](=O)[O-])cc2)cc1
  1.1	2.0	-6.2	-0.5	-1.7	-15.8	-1.2	1.6	-2.3	3.2

Sorted by value in LEDGF integ inh (high to low): some entries from above.
structure	LEDGF integ inh
COc1ccc(CN(C)S(=O)(=O)c2c(C)noc2C)cc1OC	1.2
CCC(=O)Nc1ccc(C(=O)N/N=C/c2ccc([N+](=O)[O-])cc2)cc1	-0.5
C/C(=N\O)C1(C)N(O)C(C)(C)C(c2ccco2)=[N+]1[O-] (configuration not stated)	-0.9

Next compounds
Results follow in this order: TDP2 inh	rCAG RNA binder	NR1D1 modulator	LEDGF integ inh	PG9 Ab binder	SIAE inh	PRMT1 inh	HTRA1 inhibitor	mABHD4 FP	TCR-CD3 inh
- CCOC(=O)C(NC(=O)CC)(Nc1cc(C)on1)C(F)(F)F (configuration not stated)
  2.0	0.7	2.1	-1.8	-0.5	-8.1	-0.1	0.4	-0.2	-4.0
- CCOC(=O)C1(C)CCCN(C(=O)c2ccc(OC)cc2OC)C1 (configuration not stated)
  3.5	-2.7	6.5	0.3	-0.3	-2.8	3.7	nt	8.4	-3.7
- CCc1cccc2c(C(=O)CN3C(=O)NC4(CCCCC4)C3=O)c[nH]c12
  15.3	3.2	4.7	-3.2	-0.4	-3.6	0.3	-17.6	-7.6	-5.1
- COc1ccc(NC(=S)N/N=C/c2cccn2Cc2ccccc2F)cc1
  -16.5	6.6	-2.4	1.9	-1.4	10.2	-2.5	4.7	4.3	5.8
- Cc1ccc([N+](=O)[O-])cc1NC(=O)Cc1ccc(F)cc1
  18.9	3.0	0.7	-0.4	-1.4	3.5	-2.8	0.0	2.9	4.0
- CCOc1ccccc1NC(=O)/C=C/c1ccccc1[N+](=O)[O-]
  4.8	2.6	-2.1	0.4	-0.9	12.6	-2.9	-7.2	-0.5	4.2
- COc1ccc(/C=C/C(=O)OCC(=O)Nc2nnc(-c3ccccc3)o2)c(OC)c1
  -0.8	9.8	1.0	1.1	0.2	-3.9	2.4	4.5	-9.1	-1.8
- COC(=O)CN(c1ccccc1)S(=O)(=O)c1cc(Br)ccc1OC
  -1.6	-2.1	nt	-1.9	0.6	5.0	-1.4	-2.1	5.8	-8.8
- COc1ccc(N(CC(=O)NC2CCCCC2)C(=O)CCC(=O)Nc2nc(C)cs2)cc1
  -2.6	-2.9	0.1	0.7	-1.9	-1.7	-3.7	1.5	-7.3	5.2
- O=C(Cn1nc(-c2ccccc2Cl)ccc1=O)Nc1ccccc1-c1ccccc1
  -21.6	-4.1	-1.4	1.5	0.1	15.8	-0.7	-18.8	-6.4	8.8

Single records (already shown). Order of values: TDP2 inh, rCAG RNA binder, NR1D1 modulator, LEDGF integ inh, PG9 Ab binder, SIAE inh, PRMT1 inh, HTRA1 inhibitor, mABHD4 FP, TCR-CD3 inh
COC(=O)CN(c1ccccc1)S(=O)(=O)c1cc(Br)ccc1OC in the list: -1.6, -2.1, nt, -1.9, 0.6, 5.0, -1.4, -2.1, 5.8, -8.8
CCOc1ccccc1NC(=O)/C=C/c1ccccc1[N+](=O)[O-] in the list: 4.8, 2.6, -2.1, 0.4, -0.9, 12.6, -2.9, -7.2, -0.5, 4.2

(more compounds)
Results follow in this order: TDP2 inh	rCAG RNA binder	NR1D1 modulator	LEDGF integ inh	PG9 Ab binder	SIAE inh	PRMT1 inh	HTRA1 inhibitor	mABHD4 FP	TCR-CD3 inh
- COc1ccc(C(=O)C2CCCN(S(=O)(=O)c3ccc(C(C)=O)cc3)C2)c(C)c1 (configuration not stated)
  -5.1	-1.7	4.0	4.1	-2.0	-6.6	2.1	-17.1	-3.2	10.2
- C=CCNC(=O)/C=C/c1c(F)cccc1Cl
  13.8	6.1	-1.1	4.8	0.2	2.5	-1.5	3.1	-2.4	2.4
- OC(c1cc(F)cc(Cl)c1)c1ncc(-c2ccc(Cl)cc2)[nH]1 (configuration not stated)
  -19.0	3.0	2.7	6.3	0.3	-6.0	-6.8	nt	-41.1	-6.7
- Cc1cc(N2CCOCC2)n2nc(C)c(-c3ccccc3)c2n1
  -3.0	-4.2	-0.8	-3.9	0.2	2.0	-1.4	10.0	2.1	2.3
